14-3-3g Raf: alters human 14-3-3 gamma binding to Raf peptide. inhibition, % at 40 µM. AID 422. FP, 14-3-3gamma / TMR-pS259-Raf peptide binding. 160,000 compounds, 0.19% hits; in the data active means inhibition above about 30%;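 further: 0% = protein plus tracer without compound and 100% = blank with tracer alone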
Target sequence (P61981 whole entry, looked up): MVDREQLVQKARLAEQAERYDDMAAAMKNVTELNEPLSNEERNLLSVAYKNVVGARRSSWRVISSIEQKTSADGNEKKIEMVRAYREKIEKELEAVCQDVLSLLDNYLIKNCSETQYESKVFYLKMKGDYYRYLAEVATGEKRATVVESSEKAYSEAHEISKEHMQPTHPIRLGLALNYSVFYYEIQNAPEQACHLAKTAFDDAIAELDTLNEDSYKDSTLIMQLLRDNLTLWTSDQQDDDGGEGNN
* = called active by the depositor; & = joins results of further samples.

COc1ccccc1NC1=NC2(CCCCC2)N=C(N)N1 was read as 14-3-3g Raf -4.9.
O=C(CS(=O)(=O)c1cn(Cc2ccccc2Cl)c2ccccc12)Nc1ccc(Br)cc1 was read as 14-3-3g Raf -6.0.
Screening COc1ccc2cc(-c3nnc(Nc4ccccc4OC)s3)c(=O)oc2c1 returned 14-3-3g Raf -48.6.
Screening CN1CCN(C(=O)c2cc3c(n(-c4ccccc4)c2=O)CC(C)(C)CC3=O)CC1 returned 14-3-3g Raf 0.5&-9.9.
C=C1C(C(=O)N2CCOCC2)C1C(=O)N1CCOCC1 (stereo unspecified) was read as 14-3-3g Raf -1.6.
For Cc1ccccc1N1C(=O)c2cccc3c(C(=O)O)ccc(c23)C1=O the results were 14-3-3g Raf -12.8.
`CCCOC(=O)c1ccc2c(c1)C(=O)NC2=O` gave 14-3-3g Raf 0.1.
`Cc1cc(NS(=O)(=O)c2ccc(NC(=O)Nc3cccc(Cl)c3)cc2)no1` gave 14-3-3g Raf -10.0.
For N#CC1=C(N)Oc2cc(O)ccc2C1C1CCCCC1 (stereo unspecified) the results were 14-3-3g Raf -4.2.
For O=C(NCc1ccco1)c1ccc2c(=O)n(C3CCCCC3)c(=S)[nH]c2c1 the results were 14-3-3g Raf 3.8.
`Cc1ccc(S(=O)(=O)N2C(=O)c3ccccc3C2=O)cc1` gave 14-3-3g Raf 9.2.
`CN(Cc1ccccc1)C(=O)c1c[nH]c2ccc(S(=O)(=O)Nc3cccc(C(F)(F)F)c3)cc2c1=O` gave 14-3-3g Raf -9.5.
O=C(Cn1cc(C(=O)C(F)(F)F)c2ccccc21)NCc1cccs1 was read as 14-3-3g Raf -4.1.
CC1CCCCN1CCNC(=O)CCS(=O)(=O)Cc1ccccc1F (stereo unspecified) was read as 14-3-3g Raf 2.8.
`Cc1cccc(-c2nc(N3CCC(C)CC3)c3ccccc3n2)c1` gave 14-3-3g Raf -1.7.
`O=C1c2ccccc2C(=O)c2c1oc1c3c(ccc21)OCN(C1CCCC1)C3` gave 14-3-3g Raf 26.9.
`Cc1ccccc1-n1c(CSC(=N)N)nc2ccccc2c1=O` gave 14-3-3g Raf 1.5.
Screening O=C1CC(Nc2ccc(F)cc2)C(=O)N1c1ccc(Br)cc1 (stereo unspecified) returned 14-3-3g Raf -87.8.
CCN(CC)CCCNC(=O)c1cc2c(=O)n(C)c3ccccc3c2n1C was read as 14-3-3g Raf 2.7.
Screening Cc1ccc(-c2cc(OC(=O)c3ccccc3)cc3sc(=O)oc23)cc1 returned 14-3-3g Raf -3.5.
Screening Cc1cccc(C=Cc2ccc3cccc(O)c3n2)c1O returned 14-3-3g Raf -5.5.
`Cc1nn(-c2nc3ccccc3[nH]2)c(N)c1-c1ccccc1` gave 14-3-3g Raf 1.2.
Screening Nc1nonc1-c1nc2ccccc2n1Cc1ccc(Cl)cc1 returned 14-3-3g Raf -3.7&-13.4.
For COC(=O)c1ccccc1NC(=O)N1c2ccccc2CC1C (stereo unspecified) the results were 14-3-3g Raf -5.2.
Screening CN(C)C(=O)CN1C(=O)C2CCCCN2C(=O)c2ccccc21 (stereo unspecified) returned 14-3-3g Raf -4.3.
For CC1C(C#N)=C(N)OC2=C1C(=O)CC(C)(C)C2 (stereo unspecified) the results were 14-3-3g Raf 3.0.
O=C1Nc2ccccc2C1=Nc1ccc(O)cc1 was read as 14-3-3g Raf 87.3*.
Screening CCOC(=O)c1ccc(N2C(=O)c3n[nH]c(C)c3C2c2ccccc2)cc1 (stereo unspecified) returned 14-3-3g Raf -1.3.
COC(=O)C(NC(=O)c1cc2nc(-c3ccc(OC)cc3)cc(C(F)(F)F)n2n1)C12CC3CC(CC(C3)C1)C2 (stereo unspecified) was read as 14-3-3g Raf -5.2.
`Cc1ccc(NC(=O)COC(=O)c2ccc3c(c2)NC(=O)C2CCCN32)cc1` (stereo unspecified) gave 14-3-3g Raf -24.5.
Screening CCc1c(C)nc(N)n2c(SCC(=O)N3CCCc4ccccc43)nnc12 returned 14-3-3g Raf 0.2.
For CCOC(=O)C1CCN(Cc2coc3ccc(Cl)cc3c2=O)CC1 the results were 14-3-3g Raf -9.1.
COc1ccc(N2CCN(C(=O)CSc3ncnc4c3cnn4-c3ccc(OC)cc3)CC2)cc1 was read as 14-3-3g Raf -2.0.
Screening Cc1cccc(C)c1NC(=O)c1cc(S(=O)(=O)NCc2ccc(F)cc2)ccc1F returned 14-3-3g Raf 5.9.
For CC(C)CNC(=O)c1nn2c(C(F)(F)F)cc(-c3cccs3)nc2c1Br the results were 14-3-3g Raf -1.3.
Screening CC(C)C(c1nnnn1Cc1ccccc1)N1CCN(Cc2ccc3c(c2)OCO3)CC1 (stereo unspecified) returned 14-3-3g Raf -0.5.
Screening Cc1[nH]c2ccccc2c1CCNS(=O)(=O)c1cccc(S(=O)(=O)c2ccc(Cl)cc2)c1 returned 14-3-3g Raf -28.3.
O=c1c2cc(N3CCOCC3)ccc2[nH]c(=S)n1CCc1c[nH]c2ccccc12 was read as 14-3-3g Raf -2.0.
O=C(c1cccn2c(=O)c3cc(Cl)ccc3nc12)N1CCN(Cc2ccccc2)CC1 was read as 14-3-3g Raf -6.2.
For COc1ccc(C(CC(=O)c2ccccc2)S(=O)(=O)c2ccccc2)cc1 (stereo unspecified) the results were 14-3-3g Raf 5.8.
For Cn1c2c(c(=O)n(C)c1=O)C1c3ccccc3OCC1C(C)(C)O2 (stereo unspecified) the results were 14-3-3g Raf -2.6.
Screening COc1cccc2ccc(C=Cc3ccc4c(c3)OCO4)nc12 returned 14-3-3g Raf -12.1.
For COc1ccccc1NC(=O)c1cnn(-c2ccccc2)c1NC(=O)c1ccccc1Cl the results were 14-3-3g Raf -2.0.
For O=C(CCN1CCOCC1)c1ccc(Cl)cc1 the results were 14-3-3g Raf -0.3.
For CCOC(=O)c1c(NC(=O)c2cccc(Br)c2)sc2c1CCCCC2 the results were 14-3-3g Raf -41.5.
For COc1cccc(C(=O)NCCSc2c[nH]c3ccccc23)c1OC the results were 14-3-3g Raf 1.9.
O=C(O)c1cccn1Cc1ccc(Cl)cc1 was read as 14-3-3g Raf -7.3.
Cc1ccc2c(c1)c1ncnc(N3CCN(c4ccccc4)CC3)c1n2C was read as 14-3-3g Raf -7.2.
Cc1ccc(S(=O)(=O)CCc2nnc(NC(=O)c3ccc([N+](=O)[O-])cc3)s2)cc1C was read as 14-3-3g Raf -4.5.
Screening CC(C)c1ccc(C2C3=C(CCCC3=O)Nc3nc(SCc4ccccc4)[nH]c(=O)c32)cc1 (stereo unspecified) returned 14-3-3g Raf -7.4.
For CCCc1[nH]nc2c1C(C1CCCCC1)C(C#N)=C(N)O2 (stereo unspecified) the results were 14-3-3g Raf 2.7.
Screening COc1ccc(CC(=O)Oc2c(Sc3ccccc3[N+](=O)[O-])c(C)nn2-c2ccccc2)cc1OC returned 14-3-3g Raf 0.6.
`CCOc1cc(C2C(C(=O)OC)=C(C)NC3=C2C(=O)CC(c2ccccc2)C3)cc(Cl)c1O` (stereo unspecified) gave 14-3-3g Raf -11.5.
`O=S(=O)(c1ccc2nc(-c3ccccc3)[nH]c2c1)N1CCn2c1nc1ccccc12` gave 14-3-3g Raf -3.9.
Screening CC(C)C(c1nnnn1C1CCCCC1)N1CCOCC1 (stereo unspecified) returned 14-3-3g Raf -7.3.
For CC1CC(C)CN(S(=O)(=O)N2CCCC(C(=O)NCc3cccs3)C2)C1 (stereo unspecified) the results were 14-3-3g Raf -2.8.
`CCOC(=O)c1cnc2c(C)c(Cl)ccc2c1Nc1ccccc1CC` gave 14-3-3g Raf -1.4.
`COc1ccc(C2=CC(c3ccccc3OC(F)F)n3ncnc3N2)cc1` (stereo unspecified) gave 14-3-3g Raf -2.5.
For O=C(CS(=O)(=O)c1cn(Cc2ccc(F)cc2)c2ccccc12)N1CCCCC1 the results were 14-3-3g Raf 1.1.
CCOC(=O)c1c(NC(=O)c2c(-c3ccccc3Cl)noc2C)sc2c1CCC(C)C2 (stereo unspecified) was read as 14-3-3g Raf -10.3.
Screening Cc1noc(C)c1C(=O)Nc1nnc(-c2ccccc2)s1 returned 14-3-3g Raf -6.6&4.4.
`O=C(c1ccc(S(=O)(=O)N2CCOCC2)cc1)N1CCN(c2ccccc2F)CC1` gave 14-3-3g Raf 6.7.
Cn1c(Cc2csc(N)n2)nnc1SCC(=O)NC1CCCCC1 was read as 14-3-3g Raf -3.6.
`COc1cccc(N(CC(=O)NCCSc2ccccc2)S(C)(=O)=O)c1` gave 14-3-3g Raf 4.1.
O=C(Nc1nc(-c2cccs2)cs1)c1cc2ccccc2oc1=O was read as 14-3-3g Raf -8.2.
Cc1ccc(NC(=O)c2cc3c(CO)cnc(C)c3oc2=Nc2ccc(OC(F)(F)F)cc2)cc1 was read as 14-3-3g Raf -2.4.
CCOC(=O)c1c(CN2CCOCC2)n(C)c2cc(Br)c(O)c(CN(C)C)c12 was read as 14-3-3g Raf -2.7.
`COCCCNC(=O)c1cc2c(=O)[nH]c3ccccc3c2n1C` gave 14-3-3g Raf -3.0.
For COc1cccc(-c2nc3cc(N=Cc4cc(C)cc(Br)c4O)ccc3o2)c1 the results were 14-3-3g Raf -31.0.
C=CCSc1nnc(C)c(=O)[nH]1 was read as 14-3-3g Raf 9.3.
Screening O=C(Nc1ccon1)c1cnc2sccn2c1=O returned 14-3-3g Raf -1.7.
Screening COc1ccc2cc(C(N)=O)c(=Nc3ccccc3C)oc2c1 returned 14-3-3g Raf 0.1.
Screening Cc1cc(C)nc(NC2=NCC(=O)N2c2ccc(F)cc2)n1 returned 14-3-3g Raf -4.5.
Cc1noc(C)c1S(=O)(=O)N1CCC(Cc2ccccc2)CC1 was read as 14-3-3g Raf -8.9.
Screening COc1ccc(N2C(=O)c3ccc(C(=O)Oc4ccc([N+](=O)[O-])cc4)cc3C2=O)cc1 returned 14-3-3g Raf 6.0.
C=CCn1c(=N)n(CC(=O)c2ccc([N+](=O)[O-])cc2)c2ccccc21 was read as 14-3-3g Raf -0.2.
COCCn1cc(C(=O)N2CCN(c3ccccc3F)CC2)c2c3ccccc3n(C)c2c1=O was read as 14-3-3g Raf 5.1.
COc1ccc(C(=O)c2ccccc2)c(OCC(=O)NC2CC2)c1 was read as 14-3-3g Raf 2.9.
`COc1ccc(C2C(=O)N(CCc3ccccc3)CC(=O)N2C2CCCC2)cc1` (stereo unspecified) gave 14-3-3g Raf -3.0&3.2.
`CCCC(C(=O)NCC1CCCO1)N(Cc1ccco1)C(=O)CNS(=O)(=O)c1ccc(F)cc1` (stereo unspecified) gave 14-3-3g Raf -11.9.
Cc1nc2ccc([N+](=O)[O-])cc2[nH]1 was read as 14-3-3g Raf -8.0.
Screening O=C(Cn1c(C(=O)N2CCN(C3CCCCC3)CC2)cc2sccc21)c1ccccc1 returned 14-3-3g Raf -5.1.
For CCN(C(=O)c1ccc(Cl)cc1)c1ccc(C(O)(C(=O)OC)C(F)(F)F)cc1 (stereo unspecified) the results were 14-3-3g Raf -3.6.
Brc1ccc(C=Nc2c(-c3ccco3)nc3ccccn23)cc1 was read as 14-3-3g Raf -41.7.
COc1ccccc1C1CC(c2ccc(C)cc2)Nc2ncnn21 (stereo unspecified) was read as 14-3-3g Raf -3.1.
Cn1cc(C=Cc2nc(-c3ccccc3O)n[nH]2)c2ccccc21 was read as 14-3-3g Raf 1.6.
Screening Cc1ccc(NC(=O)C2CCCN(S(=O)(=O)c3c(C)noc3/C=C/N(C)C)C2)cc1F (stereo unspecified) returned 14-3-3g Raf -0.5.
O=C(Cn1c(=O)n(-c2ccc(F)cc2)c(=O)c2sccc21)Nc1cccc(C(F)(F)F)c1 was read as 14-3-3g Raf -7.4.
Screening CCCOc1ccc(C(=O)Nc2ccc3nn(-c4cccc(C(F)(F)F)c4)nc3c2)cc1 returned 14-3-3g Raf -49.8.
For CCOc1ccc(NC(=O)c2ccc3c(=O)n(-c4ccc(OC)cc4)c(=S)[nH]c3c2)cc1 the results were 14-3-3g Raf -8.1.
For O=C(NC(=O)c1ccc(Cl)c(Cl)c1)OC1CCS(=O)(=O)C1 (stereo unspecified) the results were 14-3-3g Raf 0.6.
COc1cccc(C(=O)OC2CCCN(C)C2)c1 (stereo unspecified) was read as 14-3-3g Raf 1.6.
Screening COC(=O)c1cccc(NC(=O)CN2CCOCC2)c1 returned 14-3-3g Raf -4.7.
`COc1ccc(C2C(C(=O)OC3CCCC3)=C(C)NC3=C2C(=O)CC(c2ccccc2)C3)cc1Br` (stereo unspecified) gave 14-3-3g Raf -0.1.
Screening COc1ccc(OC)c(C2NC(=O)NC(C)=C2C(=O)OCCOc2ccccc2)c1 (stereo unspecified) returned 14-3-3g Raf -1.1.

Only part of the results is shown; the hit share may differ from the screen's.
